# TROY signal inh – blocks TROY-dependent signaling in reporter cells; Q293 LMP1-TROYcd NF-kB luciferase reporter, 4 h; inhibition, % at 10 µM; AID 1347056; actives 0.98% (n = 360,000);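 active = compounds whose plate-normalised and pattern-corrected inhibition of the luciferase reporter signal at the single screening dose is 50% or more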
# LMP1 NFkB inh – inhibitors of Epstein-Barr LMP1-induced NF-kappaB reporter; LMP1-induced NF-kappaB luciferase reporter cells, luminescence; inhibition, % at 12.5 µM; actives 0.69% (n = 350,000); AID 504558; in the data active = inhibition above about 41%;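 also: 0% = neutral control wells and 100% = reference inhibitor control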
# CF NFkB inh – blocks PAF-induced NF-kB reporter in cystic fibrosis cells; AID 588850; inhibition, % at 5 µM; actives 0.86% (n = 360,000); KKLEB NF-kB-GFP reporter, GFP fluorescence overnight;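 active = at least 50% inhibition at 5 µM, scaled per plate between neutral and stimulator controls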;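 also: PAF is a Pseudomonas aeruginosa culture filtrate used as stimulus; plate controls were PAF-stimulated DMSO wells for no effect and unstimulated DMSO wells for full effect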
# SRC1 inh – inhibitors of human steroid receptor coactivator 1 (SRC1); Q15788; HEK293 GAL4-SRC1 luciferase reporter, luminescence; inhibition, % at 3.6 µM; actives 0.12% (n = 360,000); AID 588354;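 active = inhibition above the campaign mean plus 3 SD, with each screening campaign given its own cutoff, cut at about 60% in these data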;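 also: 0% = DMSO treated cells and 100% = gossypol at 36 µM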
# TWEAK Fn14 block – blocks TWEAK-Fn14 interaction in a reporter cell assay. TWEAK-stimulated Fn14 reporter cells, luciferase luminescence, 8 h. inhibition, % at 10 µM. actives 2% (n = 360,000); in the data active = inhibition above about 50%
# Shn3 inh set2 – Schnurri-3 reporter inhibition in Clone20 osteoblasts. inhibition, % at 12.5 µM. Clone20 osteoblast Shn3 3'UTR firefly luciferase, 24 h. AID 588674. actives 0.52% (n = 360,000);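 active = mean inhibition of at least 75% with every replicate also reaching 75%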;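 also: 0% = median of neutral control wells and 100% = pilot-screen positive control compound; some compounds past the cut are filed as inactive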
# SRC3 inh – inhibits human SRC3 coactivator; actives 0.17% (n = 360,000); HEK293 GAL4-SRC3 luciferase reporter, luminescence; Q9Y6Q9; inhibition, % at 3.6 µM; AID 588352;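 active = inhibition above a per-campaign cutoff, the mean of all compounds plus 3 SD, cut at about 60% in these data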;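 also: 0% = DMSO-treated cells and 100% = gossypol-treated cells at 36 µM; higher means less SRC3-driven luciferase light from the GAL4 reporter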
# Target sequence (Q9Y6Q9 whole entry, looked up, the tested form may be a part): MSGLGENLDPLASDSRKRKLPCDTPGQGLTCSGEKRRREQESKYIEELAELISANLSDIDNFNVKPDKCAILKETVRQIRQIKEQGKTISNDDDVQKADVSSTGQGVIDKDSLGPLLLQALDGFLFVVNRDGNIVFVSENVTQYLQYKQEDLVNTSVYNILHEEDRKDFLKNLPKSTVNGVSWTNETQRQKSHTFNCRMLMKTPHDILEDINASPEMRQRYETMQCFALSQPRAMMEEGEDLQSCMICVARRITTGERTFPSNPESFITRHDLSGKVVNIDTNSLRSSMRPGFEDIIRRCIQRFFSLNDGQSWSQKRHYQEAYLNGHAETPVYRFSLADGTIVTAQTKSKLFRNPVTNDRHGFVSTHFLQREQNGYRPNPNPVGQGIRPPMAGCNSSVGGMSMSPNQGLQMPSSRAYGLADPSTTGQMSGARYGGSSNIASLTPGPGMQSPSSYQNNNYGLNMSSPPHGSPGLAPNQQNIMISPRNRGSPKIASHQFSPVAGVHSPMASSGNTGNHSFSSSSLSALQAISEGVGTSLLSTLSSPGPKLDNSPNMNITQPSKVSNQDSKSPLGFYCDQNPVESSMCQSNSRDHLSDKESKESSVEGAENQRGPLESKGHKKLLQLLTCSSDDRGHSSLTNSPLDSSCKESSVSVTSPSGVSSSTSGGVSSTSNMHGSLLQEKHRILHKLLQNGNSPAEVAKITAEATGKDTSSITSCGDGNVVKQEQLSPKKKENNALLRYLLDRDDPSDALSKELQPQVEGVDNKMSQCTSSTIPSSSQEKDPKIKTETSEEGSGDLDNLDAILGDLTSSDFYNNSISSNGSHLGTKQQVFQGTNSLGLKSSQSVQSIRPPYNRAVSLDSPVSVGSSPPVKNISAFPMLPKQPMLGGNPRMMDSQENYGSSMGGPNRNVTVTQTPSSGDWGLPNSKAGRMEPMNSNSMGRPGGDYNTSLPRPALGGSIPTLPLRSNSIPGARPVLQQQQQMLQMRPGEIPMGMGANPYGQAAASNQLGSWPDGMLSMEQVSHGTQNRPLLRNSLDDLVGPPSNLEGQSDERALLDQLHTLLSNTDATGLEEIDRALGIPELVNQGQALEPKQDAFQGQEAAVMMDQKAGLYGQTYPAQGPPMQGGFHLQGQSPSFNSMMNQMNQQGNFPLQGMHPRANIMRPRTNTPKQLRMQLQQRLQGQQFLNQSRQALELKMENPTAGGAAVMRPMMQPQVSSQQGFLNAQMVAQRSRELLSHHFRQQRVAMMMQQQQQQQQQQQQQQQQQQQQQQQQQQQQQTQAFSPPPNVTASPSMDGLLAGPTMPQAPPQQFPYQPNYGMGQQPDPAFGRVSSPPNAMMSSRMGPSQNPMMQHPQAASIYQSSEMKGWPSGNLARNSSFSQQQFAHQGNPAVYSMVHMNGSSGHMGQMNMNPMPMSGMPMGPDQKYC
# TRAIL sens C8 – sensitizes caspase-8 expressing cells to TRAIL | AID 624354 | inhibition (viability loss, TRAIL sensitization), % at 10 µM | NB7+C8 cells + TRAIL, ATPlite viability luminescence | actives 1% (n = 360,000);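 active = compounds causing at least 50% loss of cell viability in the single-dose screen, relative to plate controls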
# COUP-TFII inh – inhibitors of human COUP-TFII (NR2F2). P24468. HEK293T NGFI-A luciferase reporter, luminescence. inhibition, % at 8.6 µM. actives 0.7% (n = 370,000);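 active = inhibition above a per-plate cutoff, mean inhibition of test wells between control levels plus 3 SD, cut at about 38% in these data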;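 also: cells cotransfected with COUP-TFII expression vector driving the NGFI-A reporter; 0% = median of COUP-TF2 test wells and 100% = reporter-only cells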
# KKLEB cytotox – reduces viability of KKLEB cystic fibrosis airway cells; KKLEB CF airway cells viability, ATPlite luminescence, overnight; active compounds read low; cells stimulated with P. aeruginosa culture filtrate; activity change (cytotoxicity), % at 5 µM; actives 0.36% (n = 360,000); AID 602141;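 active = corrected activity change at or below -50% at 5 µM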
# NR5A2 inv ag – NR5A2 inverse agonism in reporter assay; O00482; HEK293T StAR-luciferase reporter, LRH-1 transfected, 24 h; inhibition, % at 3.6 µM; actives 0.13% (n = 360,000); AID 602396;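 active = inhibition above the mean inhibition of all tested compounds plus 3 SD, cut at about 73% in these data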;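 also: 0% = DMSO wells and 100% = reporter-only cells lacking LRH-1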
# The depositor's hits bear a star; x = no result given.
cpd	SMILES	Shn3 inh set2	TROY signal inh	NR5A2 inv ag	TRAIL sens C8	COUP-TFII inh	CF NFkB inh	KKLEB cytotox	SRC3 inh	LMP1 NFkB inh	SRC1 inh	TWEAK Fn14 block
1	COc1ccc(Cl)cc1S(=O)(=O)NC(C)C(=O)NCc1ccccn1 (stereo unspecified)	-5	-3	2	-8	-15	2	1	8	-7	1	15
2	O=C(Cn1c(NCCCO)nc2ccccc21)c1cccs1	20	4	0	5	-1	-18	5	-10	-1	0	-17
3	O=C(CSc1nc2cccnc2n1Cc1ccccc1)NCc1ccco1	-16	4	-3	9	-5	-2	8	-14	3	8	-1
4	CCCC1NC(=S)N(C2CCCCC2)C1=O (stereo unspecified)	3	17	0	10	1	19	4	9	5	6	18
5	Oc1ccc(-c2onc(C(F)(F)F)c2-c2cscn2)c(O)c1	12	10	8	3	17	6	3	21	11	0	-2
6	O=C(CCc1nc2ccccc2c(=O)[nH]1)Nc1cc(C(F)(F)F)ccc1N1CCCC1	1	51*	-6	-2	-4	12	-14	-8	4	-13	62*
7	CC(=O)N1CCN(Cc2nc3cc(NC(=O)c4ccccc4)ccc3n2C)CC1	-33	-7	-16	5	-5	4	-4	10	3	-22	-7
8	COCC(C)n1c(SCC(=O)Nc2ccc3c(c2)OCCO3)nc2ccccc2c1=O (stereo unspecified)	16	4	5	5	7	13	-15	-14	6	4	-7
9	COc1ccc(CCN(C)C(=O)CSc2nnc(C3CC3)n2N)cc1OC	3	5	-6	3	-2	14	-2	1	-1	25	0
10	CC1CCC2(CC1)NC(=O)N(CC(=O)Nc1ccc3c(c1)OCCCO3)C2=O (stereo unspecified)	-3	-9	52	-10	3	-10	4	-17	-9	-3	-13
11	COC(=O)c1ccc(NC(=O)C(C)Oc2ccccc2)cc1 (stereo unspecified)	-12	0	-18	-5	-16	12	6	14	-3	-7	0
12	Cc1onc(C(=O)N2CCC(Cc3ccccc3)CC2)c1[N+](=O)[O-]	-3	7	10	92*	-7	26	-6	-31	17	-8	-26
13	CN(C)c1ccc(CNC(=O)C2CCC(CNc3c(N4CCCCC4)c(=O)c3=O)CC2)cc1 (stereo unspecified)	4	6	-10	2	-18	-6	17	-5	-7	1	0
14	O=C(C/C=N/OCc1c(Cl)cccc1Cl)c1ccc(Cl)cc1	17	-2	-12	-2	6	-5	4	-1	9	-6	13
15	COc1ccc(-c2cc(CCC(=O)N3CCN(c4cc(C)ccc4C)CC3)[nH]n2)cc1	20	24	-15	-12	28	-3	0	3	11	6	41
16	CCCCN(C)C(=O)CCC(=O)Nc1ccc2nc(N3CCOCC3)cc(C)c2c1	-23	2	-48	-11	-33	-4	11	-30	1	-55	-18
17	O=C(O)c1ccc(-n2cc(-c3cc4ccccc4oc3=O)[nH]c2=S)cc1	4	72*	11	-3	3	1	6	9	5	-15	73*
18	CC(C)(C)c1ccc(C(=O)Nc2ccc(S(N)(=O)=O)cc2)cc1	5	6	-30	-11	12	-7	-4	9	0	6	8
19	CC1(C(=O)NS(=O)(=O)c2cccc(Cl)c2)CCN1C(=O)Cc1cc(F)ccc1F (stereo unspecified)	-5	-7	9	-11	-4	-18	13	-4	x	-2	-3
20	CCN1CCN(C(=O)CN(C)S(=O)(=O)c2ccc(OC)cc2)CC1	-8	3	11	-1	5	10	3	5	-33	-4	-7
21	CC(C)n1nc(C(=O)NNC(=O)c2ccc(OC(F)F)cc2)c2ccccc2c1=O	10	2	-2	18	-14	-11	-13	1	3	8	-28
22	Cc1ccc(CCNC(=O)c2nnc(CS(=O)(=O)c3ccccc3)o2)cc1	-26	3	-12	-6	-3	4	-1	11	-4	0	15
23	CC(C)Cc1nc2oc3c(NCC4CCCO4)ncnc3c2c2c1CCC2 (stereo unspecified)	13	-2	-13	23	-26	76*	0	10	12	-5	54*
24	Cc1ccc(C(=O)NCC(=O)OCc2cccc(Br)c2)cc1	1	-9	16	15	-26	-17	0	-2	1	17	-9
25	O=C(NNS(=O)(=O)c1ccc(Cl)cc1)c1ccc(S(=O)(=O)N2CCCCC2)cc1	-19	10	2	-7	-1	-2	4	13	-8	-18	2
26	O=[N+]([O-])c1cc(C(F)(F)F)cc([N+](=O)[O-])c1NCCNC(=S)Nc1cccc(F)c1	6	68*	-8	-8	7	9	5	8	23	6	24
27	O=C1CNC(=S)N1CCOc1ccccc1	x	0	0	-20	-12	-4	-4	-9	10	-2	-17
28	O=C(COc1ccc2ccc(=O)oc2c1)Nc1ccc2c(c1)OCCO2	-3	-21	-27	11	-5	-26	8	-10	0	-34	-6
29	CCN(CC)S(=O)(=O)c1ccc(Cc2ncc(C(F)(F)F)cc2Cl)s1	29	4	0	0	12	-1	-1	-26	-9	1	-8
30	Cc1nn(Cc2ccccc2)c(C)c1C(=O)Nc1ccc(N2CCOCC2)cc1	16	-11	2	-13	4	8	5	3	3	-10	-7

# A different layout for four compounds above.
# Values run as follows: Shn3 inh set2, TROY signal inh, NR5A2 inv ag, TRAIL sens C8, COUP-TFII inh, CF NFkB inh, KKLEB cytotox, SRC3 inh, LMP1 NFkB inh, SRC1 inh, TWEAK Fn14 block
[20] CCN1CCN(C(=O)CN(C)S(=O)(=O)c2ccc(OC)cc2)CC1
 : -8, 3, 11, -1, 5, 10, 3, 5, -33, -4, -7
[21] CC(C)n1nc(C(=O)NNC(=O)c2ccc(OC(F)F)cc2)c2ccccc2c1=O
 : 10, 2, -2, 18, -14, -11, -13, 1, 3, 8, -28
[22] Cc1ccc(CCNC(=O)c2nnc(CS(=O)(=O)c3ccccc3)o2)cc1
 : -26, 3, -12, -6, -3, 4, -1, 11, -4, 0, 15
[23] CC(C)Cc1nc2oc3c(NCC4CCCO4)ncnc3c2c2c1CCC2 (stereo unspecified)
 : 13, -2, -13, 23, -26, 76*, 0, 10, 12, -5, 54*

# (continued)
cpd	SMILES	Shn3 inh set2	TROY signal inh	NR5A2 inv ag	TRAIL sens C8	COUP-TFII inh	CF NFkB inh	KKLEB cytotox	SRC3 inh	LMP1 NFkB inh	SRC1 inh	TWEAK Fn14 block
31	N#Cc1cc(-c2ccc(Cl)cc2)cnc1Sc1ccccc1	-9	-17	-4	-8	-6	-6	-13	-6	-2	0	-26
32	COc1cccc(Cn2c3ccc(NC(=O)CC(C)C(F)(F)F)cc3c(=O)n2C)c1 (stereo unspecified)	2	-10	-2	-11	13	-17	11	-20	x	0	7
33	CCOP(=O)(c1ccc(N(C)C)cc1)C(O)c1ccc(C)cc1 (stereo unspecified)	-17	-4	-14	-14	9	-11	12	-5	10	8	-13
34	CC(=O)Nc1ccc(-c2csc(NC(=O)CCCc3cccs3)n2)cc1	1	19	0	-4	3	-30	17	9	-31	-17	-12
35	COCCCN=C(c1ccco1)n1c(=S)nc(-c2ccco2)n(CCCOC)c1=S	-37	-23	-70	-4	-14	-2	2	-36	-2	-48	-4
36	CCOC(=O)/C=C/C(=O)OCC(=O)Nc1ccc(Cl)cc1Cl	2	-27	5	-4	5	-21	6	2	-6	-48	9
37	CCc1ccccc1NC(=O)c1onc(C)c1Cl	-8	-12	-7	-3	9	6	6	-3	0	6	8
38	CCOCCCn1c(C)nc2c[n+](CC(=O)c3ccc4ccccc4c3)cc(Br)c21	-6	0	1	-2	-1	-7	0	-3	x	-5	4
39	COc1ccc(C(NC(C)=O)c2nccc3cc(OC)c(OC)cc23)cc1OC (stereo unspecified)	13	28	-4	10	-12	21	-6	-8	-1	-6	-17
40	COc1ccc(N2CCN(CCC(N)=O)CC2)cc1	4	-7	1	-11	7	5	-5	14	1	-2	-17
41	CCCCn1c(N)c(N(CCOC)C(=O)c2ccc(-c3cccc(C(F)(F)F)c3)o2)c(=O)[nH]c1=O	-9	8	9	3	-3	18	-11	1	-5	-12	0
42	O=C(NCc1ccccc1)Nc1cccn(Cc2c(F)cccc2Cl)c1=O	3	1	-11	-10	21	-1	8	13	-1	-9	-6
43	CCOCC(=O)Nc1cc(Cl)ccc1C	-3	-6	-7	-3	2	-8	8	10	-10	-8	-20
44	Cc1c(N(C)S(=O)(=O)c2ccc(Cl)c(C(=O)N3CCC(C(N)=O)CC3)c2)c(=O)n(-c2ccccc2)n1C	-8	-14	4	-1	-1	9	7	19	1	-4	0
45	CS(=O)(=O)N(CC(=O)Nc1ccccc1-c1ccccc1)c1ccc(F)cc1	-1	-22	-8	5	-1	0	4	10	4	-8	0
46	CC1=C(C(=O)N2CCCC(C(=O)c3cccc4ccccc34)C2)OCCO1 (stereo unspecified)	-2	-8	-10	-1	12	32	-10	11	8	8	-18
47	Cc1ccccc1C(=O)NC(CC(C)C)C(=O)NN1C(=O)c2ccccc2C1=O (stereo unspecified)	-3	3	5	-4	12	14	6	5	-3	5	-6
48	CCCCOc1ccc(Cn2c(=O)oc3ccccc32)cc1	-1	-16	17	14	8	12	-2	-19	-10	-46	-14
49	CSc1ccc(/C=C/C(=O)c2ccc(NC(=O)Cc3ccccc3)cc2)cc1	18	-28	10	5	-14	-13	-16	-3	6	-4	21
50	CCOc1ccc(C2(C)NC(=O)N(CCN(C)C)C2=O)cc1 (stereo unspecified)	5	-16	-12	-1	7	-12	2	13	9	-20	8
51	Cc1cc(C(F)F)n2ncc(C(=O)NCc3ccc(F)cc3)c2n1	1	0	13	3	-9	6	-20	0	2	-16	-35
52	CCOc1ccc(C(=O)NCC(=O)OCC(=O)Nc2cccc(S(=O)(=O)N3CCCC3)c2)cc1	x	3	6	-15	4	-1	-3	-3	-10	-12	-16

# Rewritten with one line to a screen: 2 of the compounds above.
44	Cc1c(N(C)S(=O)(=O)c2ccc(Cl)c(C(=O)N3CCC(C(N)=O)CC3)c2)c(=O)n(-c2ccccc2)n1C
45	CS(=O)(=O)N(CC(=O)Nc1ccccc1-c1ccccc1)c1ccc(F)cc1

compound no.	44	45
Shn3 inh set2	-8	-1
TROY signal inh	-14	-22
NR5A2 inv ag	4	-8
TRAIL sens C8	-1	5
COUP-TFII inh	-1	-1
CF NFkB inh	9	0
KKLEB cytotox	7	4
SRC3 inh	19	10
LMP1 NFkB inh	1	4
SRC1 inh	-4	-8
TWEAK Fn14 block	0	0

# Single records, as listed above.
# Entry for CCOP(=O)(c1ccc(N(C)C)cc1)C(O)c1ccc(C)cc1 (stereo unspecified) : Shn3 inh set2: -17; TROY signal inh: -4; NR5A2 inv ag: -14; TRAIL sens C8: -14; COUP-TFII inh: 9; CF NFkB inh: -11; KKLEB cytotox: 12; SRC3 inh: -5; LMP1 NFkB inh: 10; SRC1 inh: 8; TWEAK Fn14 block: -13
# Entry for COc1cccc(Cn2c3ccc(NC(=O)CC(C)C(F)(F)F)cc3c(=O)n2C)c1 (stereo unspecified) : Shn3 inh set2: 2; TROY signal inh: -10; NR5A2 inv ag: -2; TRAIL sens C8: -11; COUP-TFII inh: 13; CF NFkB inh: -17; KKLEB cytotox: 11; SRC3 inh: -20; LMP1 NFkB inh: x; SRC1 inh: 0; TWEAK Fn14 block: 7
# Entry for CCCCn1c(N)c(N(CCOC)C(=O)c2ccc(-c3cccc(C(F)(F)F)c3)o2)c(=O)[nH]c1=O : Shn3 inh set2: -9; TROY signal inh: 8; NR5A2 inv ag: 9; TRAIL sens C8: 3; COUP-TFII inh: -3; CF NFkB inh: 18; KKLEB cytotox: -11; SRC3 inh: 1; LMP1 NFkB inh: -5; SRC1 inh: -12; TWEAK Fn14 block: 0

# From PubChem BioAssay

# A portion of the library; the hit share may differ from the screen's.
